EPAC1 agonist: agonists of human EPAC1. AID 720707. O95398. EPAC1 agonist qHTS, biochemical assay; response scale: 100% = response to 6.5 mM cAMP. Potency, µM (highest dose often 154 µM), inactives show top-dose activation, hits mostly activators. 360,000 compounds, 0.073% hits; further: potency means the concentration at half of the fitted maximal effect; nearly all actives have a fitted effect of over 60% in size
Target sequence (O95398 whole entry, looked up): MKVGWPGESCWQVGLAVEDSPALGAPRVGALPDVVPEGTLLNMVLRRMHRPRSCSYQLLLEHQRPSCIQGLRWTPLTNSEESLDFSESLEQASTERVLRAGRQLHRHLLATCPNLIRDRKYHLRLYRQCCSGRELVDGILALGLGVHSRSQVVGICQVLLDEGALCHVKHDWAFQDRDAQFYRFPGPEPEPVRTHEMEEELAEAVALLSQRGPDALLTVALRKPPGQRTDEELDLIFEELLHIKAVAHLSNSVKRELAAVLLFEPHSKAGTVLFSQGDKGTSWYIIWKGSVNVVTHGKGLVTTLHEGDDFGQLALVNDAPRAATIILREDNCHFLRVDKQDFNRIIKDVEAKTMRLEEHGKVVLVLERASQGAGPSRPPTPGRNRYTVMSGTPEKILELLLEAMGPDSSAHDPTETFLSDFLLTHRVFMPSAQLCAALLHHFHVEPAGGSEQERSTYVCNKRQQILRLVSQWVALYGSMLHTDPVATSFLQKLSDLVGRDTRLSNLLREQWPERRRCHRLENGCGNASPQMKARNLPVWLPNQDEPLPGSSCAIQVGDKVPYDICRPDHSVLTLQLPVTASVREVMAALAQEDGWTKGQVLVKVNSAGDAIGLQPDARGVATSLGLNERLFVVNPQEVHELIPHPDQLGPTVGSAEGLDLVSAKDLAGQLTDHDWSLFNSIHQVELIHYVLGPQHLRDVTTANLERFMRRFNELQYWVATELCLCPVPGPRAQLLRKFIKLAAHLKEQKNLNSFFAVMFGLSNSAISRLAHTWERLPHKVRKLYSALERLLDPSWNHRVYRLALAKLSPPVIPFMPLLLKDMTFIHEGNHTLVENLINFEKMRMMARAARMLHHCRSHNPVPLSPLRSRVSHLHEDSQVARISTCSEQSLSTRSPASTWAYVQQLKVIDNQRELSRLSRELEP
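Multi-concentration qHTS readout: loss of Rap1B-bound BODIPY-GDP fluorescence driven by 100 nM EPAC1 with excess GDP (50 uM), monitored kinetically at room temperature; agonist response expressed relative to 6.5 mM cAMP.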
HEK293 tox: cytotoxicity counter-screen for GLP-1 receptor inverse agonists. AID 624418. 410,000 compounds, 0.13% hits. Potency, µM (highest dose often 38.3 µM), for the others: at the highest dose activity change, negative = inhibition, actives largely listed as inhibitors. HEK293 cAMP-luciferase reporter cells, luminescence, 24 h;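 further: loss of luciferase light is scored as toxicity; potency means the concentration at half of the fitted maximal effect; on the % scale 0 is the no-effect control and ±100 the full control effect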
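Step one: seed cells (200 cells/uL, DMEM with 10% Nu serum, 1% pen-strep). Step two: 12-hour incubation at 37 deg C. Step three: pin 23 nL compound, incubate 24 hr. Step four: add luciferase reagent, read luminescence 12 min later.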
PLK1 PBD block: PLK1 (human) polo-box domain binding inhibition; Plk1 PBD binding of FITC phosphopeptide, fluorescence polarization; Potency, µM, for inactives: max response, negative = inhibition, usual class: inhibitors; 360,000 compounds, 2.8% hits; further: potency means the concentration at half of the fitted maximal effect; series mostly up to about 57 µM; on the % scale 0 is the no-effect control and ±100 the full control effect; nearly all actives have a fitted effect of over 65% in size
PTHR1 agonist: agonists of human PTHR1 parathyroid hormone receptor; Q03431; HEK293 GP2 PTHR1 cells, GloSensor cAMP luminescence, 1 h; Potency, µM (series often up to 115 µM), without a hit: at the highest dose activation, hits mostly activators; 410,000 compounds, 0.075% hits; further: potency means the concentration at half of the fitted maximal effect; nearly all actives have a fitted effect of over 55% in size; some results filed as inactive show a strong effect at the top dose; inactives centre near -15; many of its hits are not listed in these tables
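HEK-293-derived GP2 cells expressing PTHR1 and a GloSensor cAMP reporter, 3,000/well, plated overnight, given luciferin plus IBMX (each 0.5 mM as added) for 1 h at 37 °C, then compound for 1 h at 37 °C. Luminescence was read after 15 min at room temperature.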
GLP1R ag: GLP-1 receptor (human) agonism; AID 624172; 380,000 compounds, 0.007% hits; HEK293 GLP-1R CRE-luciferase, luminescence, 4-6 h; cells express a hypersensitive GLP-1R form; Potency, µM (doses to about 45.6 µM), without a hit: at the highest dose activation, hits mostly activators; further: potency means the concentration at half of the fitted maximal effect; % of control where 0% means no effect
PI5P4Ka inh: blocks human PI5P4K alpha kinase activity | PI5P4Kalpha enzyme, ADP-Glo luminescence, 60 min; stronger effect = lower value | 330,000 compounds, 1.2% hits | P48426 | max response, % | AID 652105; active means max response of -50% or lower; inconclusive means between -30% and -50%; inactive means -30% or higher; further: value at the top dose of about 77 µM; on the % scale 0 is the no-effect control and ±100 the full control effect
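Enzyme plus substrate dispensed, test compounds pinned in, then ATP (5 microM final) added. After 60 min at RT, ADP-Glo reagent 1 for 45 min and reagent 2 for 30 min preceded luminescence imaging.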
EPAC1 antag: antagonists of human EPAC1; O95398; Potency, µM (top dose mostly 115 µM), for inactives: at the top dose activity change, negative = inhibition, actives largely listed as inhibitors; 360,000 compounds, 0.14% hits; EPAC1 GEF assay, Rap1b-BODIPY-GDP exchange fluorescence; AID 720709;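 further: potency means the concentration at half of the fitted maximal effect; plate controls were vehicle for no effect and positive control for full effect; nearly all actives have a fitted effect of over 50% in size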
GLP-1R inv ag: inverse agonists of human GLP-1 receptor; 410,000 compounds, 1.6% hits; Potency, µM (highest dose often 38.3 µM), inactives show at the top dose activity change, negative = inhibition, most hits filed as inhibitors; HEK293 GLP-1R CRE-luciferase, luminescence, 24 h; GLP-1R form is constitutively active; P43220; further: potency means the concentration at half of the fitted maximal effect; on the % scale 0 is the no-effect control and ±100 the full control effect; nearly all actives have a fitted effect of over 55% in size
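qHTS in 1536-well format: reporter HEK293 cells expressing constitutive GLP-1R activity in DMEM + 10% Nu serum, 24 hr with compounds at 37 deg C, luminescence read after 12 min with detection reagent.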
IL2 activator: activates IL-2 in a cell-based reporter assay; IL-2 activation reporter assay, cell-based qHTS; stimulated with anti-CD3/CD4/CD28 beads; in transgenic mouse T cells; AID 652025; 360,000 compounds, 0.065% hits; activation, % (series mostly up to about 46 µM); in the data active means activation above about 50%; inconclusive means mostly about 30% to 49%; further: 0% is about no effect
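Using fluorescent plate cytometry, EGFP and DsRed are detected in transgenic mouse T cells stimulated 18 h at 37 degrees C with antibody-coated beads after 60 min compound pretreatment.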
An asterisk follows results filed as active; [ ] = dose if it differs, or a comment. Unless noted, the call rests on the fitted dose curve; in most records, active means well fitted curve in the direction sought with a large enough effect; inconclusive means small, poorly fitted or top-dose-only effect, or another doubt; inactive means no such curve, though single readings can be large; an effect the other way counts as inactive or inconclusive. A portion of the library; the hit share may differ from the screen's.

For COc1ccc(/C=N/NC(=O)CSc2ccccc2)cc1OC the results were EPAC1 agonist 8%, HEK293 tox 48%, PLK1 PBD block 3%, PTHR1 agonist -8%, GLP1R ag 14%, PI5P4Ka inh -3, EPAC1 antag -1%, GLP-1R inv ag 31% and IL2 activator 0.6.
Screening Cc1cc(NN)nc2ccc(Cl)cc12 returned EPAC1 agonist -3%, HEK293 tox 8%, PLK1 PBD block -21%, PTHR1 agonist 30%, GLP1R ag 16%, PI5P4Ka inh 7, EPAC1 antag -14%, GLP-1R inv ag 111%[activator] and IL2 activator -0.9.
For COc1ccc(CC(NC(C)=O)C(=O)NC2CCN(c3c4c(nc5ncnn35)CCC4)CC2)cc1OC (configuration not stated) the results were EPAC1 agonist -5%, HEK293 tox 3%, PLK1 PBD block 4%, PTHR1 agonist -14%, GLP1R ag 1%, PI5P4Ka inh 4, EPAC1 antag -4%, GLP-1R inv ag 14% and IL2 activator 3.8.
`CCC(C)C(NC(=O)c1ccccc1NC(=O)c1ccco1)C(=O)O` (configuration not stated) gave EPAC1 agonist 3%, HEK293 tox -8%, PLK1 PBD block -5%, PTHR1 agonist inactive, GLP1R ag -11%, EPAC1 antag 8%, GLP-1R inv ag 9% and IL2 activator -1.1.
CCCN1CCN(C(=S)Nc2sc(CC)cc2C(=O)OC)CC1 was read as EPAC1 agonist -1%, HEK293 tox 3%, PLK1 PBD block -2%, PTHR1 agonist -6%, GLP1R ag 10%, PI5P4Ka inh 1, EPAC1 antag -7%, GLP-1R inv ag inconclusive and IL2 activator -2.9.
For C=CCNC(=O)COc1cc(C)cc(C)c1C the results were EPAC1 agonist 16%, HEK293 tox -6%, PLK1 PBD block -4%, PTHR1 agonist inactive, GLP1R ag -5%, PI5P4Ka inh 7, EPAC1 antag 6%, GLP-1R inv ag -32% and IL2 activator 0.4.
`COc1ccc(CN2CCN(S(=O)(=O)c3ccccc3)CC2)cc1Br` gave EPAC1 agonist 28%, HEK293 tox 1%, PLK1 PBD block 7%, PTHR1 agonist inactive, GLP1R ag 18%, EPAC1 antag -23%, GLP-1R inv ag -12% and IL2 activator -0.7.
`CCN(CC)c1nc(OCCNC(=O)Nc2ccccc2)nc(N(CC)CC)n1` gave EPAC1 agonist -9%, HEK293 tox inconclusive, PLK1 PBD block -2%, PTHR1 agonist -16%[57.5 µM], GLP1R ag -2%, PI5P4Ka inh 18, EPAC1 antag -18%, GLP-1R inv ag 5µM* and IL2 activator 0.7.
`c1cnc2ccc(C(c3nnnn3C3CCCCC3)N3CCN4CCCC4C3)cc2c1` (configuration not stated) gave EPAC1 agonist 0%, HEK293 tox -16%, PLK1 PBD block -5%, PTHR1 agonist inactive, GLP1R ag 0%, PI5P4Ka inh -6, EPAC1 antag -29%, GLP-1R inv ag -30% and IL2 activator -0.6.
`COCCNC(=O)/C(C#N)=C/c1ccc(-c2ccc(S(=O)(=O)N3CCOCC3)cc2)o1` gave EPAC1 agonist 0%, HEK293 tox 4%, PLK1 PBD block 0%, PTHR1 agonist inactive, GLP1R ag 2%, PI5P4Ka inh -20, EPAC1 antag -22%, GLP-1R inv ag 26% and IL2 activator -3.9.
`CNc1nc(Cl)c(SC)c(NCc2cccc(OC)c2)n1` gave EPAC1 agonist 27%, HEK293 tox -1%, PLK1 PBD block 11µM*, PTHR1 agonist -19%, GLP1R ag inconclusive, PI5P4Ka inh -18, EPAC1 antag -15%, GLP-1R inv ag 5% and IL2 activator -0.6.
Screening Cc1cccc2cc(CN(Cc3cccs3)Cc3nnnn3Cc3ccccc3)c(=O)[nH]c12 returned EPAC1 agonist 12%, HEK293 tox -29%, PLK1 PBD block -3%, PTHR1 agonist -9%[57.5 µM], GLP1R ag 10%, EPAC1 antag -4%, GLP-1R inv ag inconclusive and IL2 activator -2.5.
`COc1ccc(/C=C2\SC(=O)N(CCC(=O)Nc3ccccc3)C2=O)cc1OC` gave EPAC1 agonist 1%, HEK293 tox 0%, PLK1 PBD block -1%, PTHR1 agonist inactive, GLP1R ag -3%, PI5P4Ka inh -7, EPAC1 antag -3%, GLP-1R inv ag 13% and IL2 activator 0.3.
Screening Cc1ccc(C2=NCCn3nc4cc(C(F)(F)F)ccc4c32)cc1 returned EPAC1 agonist 0%, HEK293 tox 4%, PLK1 PBD block -8%, PTHR1 agonist -2%, GLP1R ag -3%, PI5P4Ka inh 1, EPAC1 antag -3%, GLP-1R inv ag 16% and IL2 activator 0.8.
Cc1cc(Br)ccc1NC(=O)c1cnc(N2CCN(c3ccccn3)CC2)c2ccccc12 was read as EPAC1 agonist 5%, HEK293 tox -5%, PLK1 PBD block 2%, PTHR1 agonist -18%, GLP1R ag -1%, PI5P4Ka inh 6, EPAC1 antag -19%, GLP-1R inv ag inconclusive and IL2 activator -0.9.
CC(=O)Nc1cccc(C(=O)OC(C(=O)c2ccc(C)c(C)c2)c2ccccc2)c1 (configuration not stated) was read as EPAC1 agonist 11%, HEK293 tox inconclusive, PLK1 PBD block -2%, PTHR1 agonist -17%, GLP1R ag 6%, EPAC1 antag -8%, GLP-1R inv ag inconclusive and IL2 activator -1.3.
COCCN1C(=O)c2ccccc2C1c1nc2ccccc2[nH]1 (configuration not stated) was read as EPAC1 agonist 10%, HEK293 tox 3%, PLK1 PBD block -4%, PTHR1 agonist inactive, GLP1R ag -2%, PI5P4Ka inh 6, EPAC1 antag -14%, GLP-1R inv ag 10% and IL2 activator 0.0.
Screening O=S(=O)(Nc1ccc(O)c(Sc2nc3ccccc3s2)c1)c1ccc(F)cc1 returned EPAC1 agonist 13%, HEK293 tox -21%, PLK1 PBD block -21%, PTHR1 agonist -25%, GLP1R ag 1%, PI5P4Ka inh -15, EPAC1 antag -13%, GLP-1R inv ag inconclusive and IL2 activator -0.2.
CC(=O)c1ccc(N2CCN(C(=O)c3cc(-c4ccc5c(c4)OCO5)nc4ccccc34)CC2)cc1 was read as EPAC1 agonist 0%, HEK293 tox 13%, PLK1 PBD block -9%, PTHR1 agonist -1%, GLP1R ag -4%, PI5P4Ka inh -1, EPAC1 antag -2%, GLP-1R inv ag -23% and IL2 activator -0.5.
CCNC(=S)NNC(=O)CCn1c2ccccc2c2ccccc21 was read as EPAC1 agonist -4%, HEK293 tox inconclusive, PLK1 PBD block -24%, PTHR1 agonist -14%, GLP1R ag 3%, PI5P4Ka inh 2, EPAC1 antag -5%, GLP-1R inv ag inconclusive and IL2 activator -1.5.
CCc1cccc(CC)c1NC(=O)COn1nnc2ccc(C(F)(F)F)cc21 was read as EPAC1 agonist -26%, HEK293 tox -5%, PLK1 PBD block -10%, PTHR1 agonist -23%, GLP1R ag -1%, PI5P4Ka inh 1, EPAC1 antag 2%, GLP-1R inv ag inconclusive and IL2 activator -1.1.
Screening O=C1C2C3C=CC(O3)C2C(=O)N1CC(O)c1ccccc1 (configuration not stated) returned EPAC1 agonist -2%, HEK293 tox -7%, PLK1 PBD block -8%, PTHR1 agonist -9%[57.5 µM], GLP1R ag 1%, PI5P4Ka inh 3, EPAC1 antag 18%, GLP-1R inv ag 0% and IL2 activator 0.1.
Nc1n[nH]c(-c2ccccc2)n1 was read as EPAC1 agonist 0%, HEK293 tox -6%, PLK1 PBD block -1%, PTHR1 agonist inactive, GLP1R ag -11%, PI5P4Ka inh -5, EPAC1 antag 0%, GLP-1R inv ag 0% and IL2 activator 0.8.
For CCN(CC(=O)Nc1ccc(C)c(S(=O)(=O)N2CCOCC2)c1)Cc1ccccc1 the results were EPAC1 agonist 7%, HEK293 tox 1%, PLK1 PBD block -2%, PTHR1 agonist inactive, GLP1R ag 5%, PI5P4Ka inh 5, EPAC1 antag -13%, GLP-1R inv ag inconclusive and IL2 activator -1.4.
Screening CCOC(=O)NC1c2ccccc2Oc2ccccc21 returned EPAC1 agonist 7%, HEK293 tox 9%, PLK1 PBD block -8%, PTHR1 agonist inactive, GLP1R ag 14%, PI5P4Ka inh 7, EPAC1 antag 0%, GLP-1R inv ag -47% and IL2 activator 0.1.
Screening CCOc1ccccc1N1CCN(C2=C(NS(=O)(=O)c3cccs3)C(=O)c3ccccc3C2=O)CC1 returned EPAC1 agonist 5%, HEK293 tox inconclusive, PLK1 PBD block -4%, PTHR1 agonist -34%[57.5 µM], GLP1R ag -7%, PI5P4Ka inh 4, EPAC1 antag 3%, GLP-1R inv ag inconclusive and IL2 activator -0.2.
CCCCSc1nc2c(c(=O)n1CC)SC(C)C2 (configuration not stated) was read as EPAC1 agonist -12%, HEK293 tox 11%, PLK1 PBD block 0%, PTHR1 agonist -27%, GLP1R ag -6%, PI5P4Ka inh -3, EPAC1 antag inconclusive, GLP-1R inv ag inconclusive and IL2 activator -1.2.
For Cc1ccc(N(C(=O)CCC(=O)Nc2nccs2)C(C(=O)NC(C)(C)C)c2ccc(O)cc2)cc1 (configuration not stated) the results were EPAC1 agonist -13%, HEK293 tox -14%, PLK1 PBD block -7%, PTHR1 agonist 0%, GLP1R ag 10%, PI5P4Ka inh -22, EPAC1 antag -10%, GLP-1R inv ag -12% and IL2 activator -0.9.

In the list so far, these have bromine.
`COc1ccc(CN2CCN(S(=O)(=O)c3ccccc3)CC2)cc1Br` gave EPAC1 agonist 28%, HEK293 tox 1%, PLK1 PBD block 7%, PTHR1 agonist inactive, GLP1R ag 18%, EPAC1 antag -23%, GLP-1R inv ag -12% and IL2 activator -0.7.
Cc1cc(Br)ccc1NC(=O)c1cnc(N2CCN(c3ccccn3)CC2)c2ccccc12 was read as EPAC1 agonist 5%, HEK293 tox -5%, PLK1 PBD block 2%, PTHR1 agonist -18%, GLP1R ag -1%, PI5P4Ka inh 6, EPAC1 antag -19%, GLP-1R inv ag inconclusive and IL2 activator -0.9.
